# Compound activity from PubChem BioAssay.
# Growth percent in the NCI-60 one-dose screen (48 h, 10 µM unless noted): 100 = growth as untreated, 0 = no growth, -100 = all killed.
# KM12: KM12 colon cancer cells; AID 1794800; hit rate 5% among 82,000
# NCI-H226: NCI-H226 lung cancer. hit rate 3.5% among 79,000
# HT29: HT29 colon cancer. hit rate 7.4% among 81,000. AID 1794748
# HCT-15: HCT-15 colon cancer | hit rate 5.2% among 82,000
# COLO 205: COLO 205 colon cancer; hit rate 7.3% among 79,000
# NCI-H460: NCI-H460 lung cancer; hit rate 6.8% among 82,000
# SW-620: SW-620 colon cancer | hit rate 5.2% among 82,000
# HCT-116: HCT-116 colon cancer; hit rate 7.3% among 82,000
# NCI-H322M: NCI-H322M lung cancer | hit rate 2.7% among 80,000 | AID 1794733
# * marks the source's active call; other numbers are inactive results; / = no result given; & = joins results of further samples; [ ] = dose if it differs, or a comment. Rule for the calls: active = growth percent below 10; inactive = the rest.
SMILES,KM12,NCI-H226,HT29,HCT-15,COLO 205,NCI-H460,SW-620,HCT-116,NCI-H322M
CC[C@@H]1NC(=O)[C@H]([C@H](O)[C@H](C)C/C=C/c2ccc(CN3C(=O)C(C)=C(C)C3=O)cc2)N(C)C(=O)[C@H](C(C)C)N(C)C(=O)[C@H](CC(C)C)N(C)C(=O)[C@H](CC(C)C)N(C)C(=O)[C@@H](C)NC(=O)[C@H](C)NC(=O)[C@H](CC(C)C)N(C)C(=O)[C@H](C(C)C)NC(=O)[C@H](CC(C)C)N(C)C(=O)CN(C)C1=O,79,65,65,68,73,81,98,55,66
CCCCC(Cc1ccccc1)(C(=O)OCC)c1ccc(Cl)cc1 (stereo not drawn),103,98,94,100,109,105,95,96,89
Brc1ccc(-c2cn3c(ccc4ccccc43)n2)cc1,90,79,95,91,103,87,86,95,88
C#CCN(C)Cc1ccccc1,102&109,95&92,113&108,103&104,122&108,104&110,103&104,87&100,450&99
CC1(C)C(N)=Nc2cc3c(cc21)OCCCC1c2ccccc2CN1CCCO3 (stereo not drawn),102,93,94,86,100,98,92,78,98
COC(=O)/C=C/CNC(=O)c1ccc(C(=O)/C=C\C(C)=O)cc1,107,110,111,99,104,110,103,100,106
CC1=C[C@H](N(C)C)[C@H]2C[C@@H]1C2(C)C,103,109,104,100,115,104,101,93,82
Oc1ccc(CNc2ccccc2)cc1,95,109,95,92,107,102,102,88,/
CCN(CC)CCCNc1nc(Cl)nc(NCCCN(CC)CC)n1,102,/,100,101,103,107,96,90,103
COc1cc2oc(-c3cccc(NC(=O)c4cccc(N)c4)c3)cc(=O)c2c(OC)c1OC,62,90,88,62,95,99,95,83,85
Cc1ccc(S(=O)(=O)Oc2ccc(-c3ccccc3)cc2)cc1,108,/,88,97,111,108,112,104,/
CSc1nccc(=S)[nH]1,109,93,102,96,118,112,107,96,96
O=C(Nc1ccc(F)cc1)N1CCCCC1,101[100 µM],92[100 µM],104[100 µM],109[100 µM],133[100 µM],105[100 µM],104[100 µM],107[100 µM],108[100 µM]
N#CC(C#N)=C(N)c1nnn2c1nc(N)c1ccccc12,107,105,103,109,104,104,102,99,97
COc1cc(CCn2nnc3c(Nc4ccc(N5CCN(C)CC5)cc4)ncnc32)cc(OC)c1,103,93,92,96,94,105,103,75,110
O=S(=O)(Nc1ccc(NS(=O)(=O)c2ccccc2)c2ccccc12)c1ccccc1,103&94,100,123&109,99&100,110&105,103&96,98&101,114&98,90&92
COc1cc(/C=C(\C#N)c2ccc(Cl)cc2)ccc1OCc1ccccc1,89,89,84,86,115,105,98,87,81
O=C(N/N=C1\CC[C@H]2[C@@H](COC(c3ccccc3)(c3ccccc3)c3ccccc3)C[C@@H](COC(c3ccccc3)(c3ccccc3)c3ccccc3)[C@@H]12)c1ccncc1,93,71,61,93,117,94,94,83,97
O=C(O)c1ccc(-n2cc(CNc3ccc(F)c(C(F)(F)F)c3)c(-c3ccc(F)cc3)n2)cc1,92,92,110,75,122,104,103,80,101
O=C1Cc2c(sc3c(F)cccc23)C(c2cccc([N+](=O)[O-])c2)N1 (stereo not drawn),96,79,100,79,107,99,98,77,97
CC(O)C(F)(F)C(F)(F)C(F)(F)F (stereo not drawn),114,102,100,88,116,110,101,100,114
O=c1c2cc(Cl)ccc2sc2c(NCCCO)nc3ccccc3c12,99,94,80,76,83,73,88,96,81
CCC1(CC)CC(=O)c2c(ccc(C(=O)C[C@@H](N)CO)c2N)O1,101,92,97,97,97,106,104,99,101
Brc1c2c(c(Br)c3ccccc13)CCCC2,102,86,85,112,102,111,103,91,100
Nc1nc(-c2cccc(C(F)(F)F)c2)nn1-c1nc2ccccc2s1,101,/,80,92,97,52,77,49,77
CCOC(=O)/C(=C\c1cccc(Cl)c1)C(C)=O,102,101,104,104,113,108,117,100,92
CC(=O)n1c(/C(C#N)=C/c2ccc(N(C)C)cc2)cc2ccccc21,32,61,9.7*,24,17,15,25,28,53
CC(C)CCCCc1c[nH]c(=O)[nH]c1=O,100,95,102,99,104,106,110,100,101
Cn1c2ccccc2c2ccccc21,101,103,104,107,104,110,106,107,95
C=C(CNCCc1ccc(O)cc1)[C@@H]1CC[C@]2(COC3CCCCO3)CC[C@]3(C)[C@H](CC[C@@H]4[C@@]5(C)CCC(N)C(C)(C)[C@@H]5CC[C@]43C)[C@@H]12 (stereo partly drawn),-86*,-59*,-94*,-93*,/,-84*,-77*,-91*,-95*
O=C(CC(=O)c1cccnc1)c1ccccc1,98,80,92,58,106,73,99,78,97
Cc1ccc(S(=O)(=O)Oc2ccc3c4c(c(=O)oc3c2)CCCCCC4)cc1,44,47,16,36,17,69,45,46,102
Nc1nc(-c2cc3ccccc3c(=O)o2)cs1,97,98,73,91,110,100,102,99,100
CCC(C)NCCOC(=O)c1ccc([N+](=O)[O-])cc1 (stereo not drawn),104,93,108,96,109,101,96,107,105
Cc1cccc(Cc2cnc(NC(=O)c3ccc(-n4cnnn4)cc3)s2)c1,30,69,58,35,106,26,44,59,75
Cc1ccc(C(=O)C/C(=C/c2ccc(-c3ccc(Cl)cc3)o2)C(=O)NCc2ccccc2)cc1,101,91,105,96,102,108,108,95,104
Nc1nc(Nc2cc([N+](=O)[O-])ccc2O)nc(C(Cl)(Cl)Cl)n1,108,94,109,100,120,98,99,103,99
CC1(C)CC(=O)C(/C=N/C(N)=S)=C(O)C1,109,100,103,103,110,111,105,108,115
C=CCN=C(NC#N)SC,108,107,108,109,/,105,102,100,105
COc1cc(-c2c3c(cn2CCN2CCCC2)-c2oncc2CC3)cc(OC)c1OC,108,91,106,101,116,108,104,104,94
Cc1ccc(Nc2cc(N)[nH]c(=O)n2)cc1C,109,104,104,111,103,110,109,/,106
COc1cc(OC)c2c(=O)c3c(CC=C(C)C)cc(OC)c(O)c3oc2c1,66,99,95,60,111,99,100,82,84
O=C1Nc2ccccc2/C1=C/c1cn(C(=O)c2c(Cl)cccc2Cl)c2ccccc12,55,48,70,31,42,71,45,26,90
COCCNC(=O)c1ccc(-c2nc3ccc4[nH]ncc4c3c3c2CCCC3)cc1,20,51,44,19,28,27,11,13,29
CCOc1ccc(Nc2nc3ccccc3s2)cc1,109,113,104,104,/,109,106,107,109
COc1ccc(C2C(C#N)=C(N)Oc3c2ccc2ccccc32)cc1 (stereo not drawn),29,39,34,28,91,15,19,23,68
Cc1nc2c(=O)[nH]c(SCC(=O)O)nc2[nH]c1=O,104,98,105,95,113,102,103,99,95
CCCCCc1cc(Br)c(OC)c(OC)c1,112,115,104,100,106,104,105,112,97
COc1cc(/C=C/C(=O)N2CCN(CC(=O)N3CCCC3)CC2)cc(OC)c1OC,109,114,114,100,99,107,98,97,96
COc1cc(/C=C2\Cc3cc4c(cc3C2=O)OCO4)cc(OC)c1,96,97,107,99,105,108,100,90,86
# The results go on:
SMILES,KM12,NCI-H226,HT29,HCT-15,COLO 205,NCI-H460,SW-620,HCT-116,NCI-H322M
O/N=C/c1ccc(Cl)c(Cl)c1,109,105,105,98,113,105,107,104,108
[O-][n+]1ccc2ccccc2c1,106,107,/,102,110,111,116,114,107
Cc1[nH]c(C2CC(c3cccs3)=NN2C)c(C)c1C(=O)O (stereo not drawn),105,85,110,104,122,101,97,99,100
O=C1/C(=C/c2ccc(Cl)cc2)CN(C(=O)C(Cl)Cl)C/C1=C\c1ccc(Cl)cc1,-82*,-24*,-31*,-70*,-69*,-65*,-79*,-87*,-71*
COc1cc(NS(C)(=O)=O)ccc1Nc1c2ccc([N+](=O)[O-])cc2nc2c(C)cccc12,-29*,-24*,-0.1*,12,25,-25*,19,23,40
NC1C=C(O)N=C2SCN(C(c3ccccc3)c3nc4ncncc4[nH]3)CN21 (stereo not drawn),96,104,109,100,119,111,103,107,113
CN1C(=O)C2(C(C#N)=C(c3ccc(Cl)cc3)Nc3c2c(-c2ccccc2)nn3-c2ccccc2)c2ccccc21 (stereo not drawn),95,69,85,88,86,92,106,74,88
Fc1ccc(COc2cccc(-c3nc4sccn4c3-c3ccncn3)c2)cc1,86,/,79,65,87,84,87,57,81
COc1ccc(CN(c2ccc(C)cc2)C2OC(=O)c3ccccc32)cc1OC (stereo not drawn),102,91,98,96,138,101,99,105,100
COc1ccc(/C=C(\C#N)n2nnc3ccccc32)cc1,1.8*,1.2*,11,8.6*,/,2.4*,13,5.0*,26
CCOC(CN=Cc1cc(C)c2[nH]c3ccccc3c2c1C)OCC,106,6.9*,108,98,107,83,99,94,113
CCCCCCCCCCCCCC(=O)OCCCC,112,101,108,96,103,114,105,103,113
CCCS(=O)(=O)Nc1ccc(F)c(C(=O)c2c[nH]c3ncc(-c4ccc(OCCCC5CCCCN5)nc4)cc23)c1F (stereo not drawn),103,70,2.8*,102,2.5*,80,116,70,98
O=C(CCCSc1nc(-c2ccc(Cl)cc2)cc(-c2ccc(Cl)cc2)n1)NO,26,2.4*,23,18,9.4*,0.5*,24,11,/
Cc1ccc(OCCSC(=S)N(C)C)cc1,98,96,91,89,114,106,104,97,102
COc1ccc(/C=C2\SC(=O)N(Cc3cc(=O)oc4ccc(C)cc34)C2=O)cc1,108,105,101,100,118,107,110,93,109
O=C(/C=C/c1ccc([N+](=O)[O-])cc1)c1ccc(NC(=O)c2ccccc2CN2C(=O)c3ccccc3C2=O)cc1,48,98,94,77,109,92,65,66,87
Cn1c(=O)c2c(nc(Nc3ccccc3)n2CC(=O)Nc2ccc(F)cc2)n(C)c1=O,105,106,88,104,91,104,104,78,107
CN1CCN(C(=S)SCC(=O)Nc2nc3ccccc3s2)CC1,103,/,96,102,99,109,108,99,107
CN=S(C)(=O)c1ccc(-c2cnc(N)c(C(=O)Nc3ccccc3)n2)cc1 (stereo not drawn),102,91,87,106,106,105,105,102,104
COc1ccc(OC)c(C2C(C#N)=C(N)Oc3c2c(N)nn3-c2ccccc2)c1 (stereo not drawn),101,92,113,107,124,106,101,98,105
Nc1nc(=O)c2nccnc2c(=O)[nH]1,106,105,106,101,110,104,102,101,100
O=c1c(-c2ccc3c(c2)OCO3)coc2cc(O)ccc12,118,101,123,115,110,112,108,107,129
c1ccc2cc(SSc3ccc4ccccc4c3)ccc2c1,97,112,117,101,111,107,95,96,89
S=C(Nc1ccccc1)Nc1ccc(NC(=S)Nc2ccccc2)cc1,98,99,106,106,111,105,104,105,110
O=C(COCc1c(-c2ccccc2)no[n+]1[O-])Nc1ccc(C(=O)/C=C/c2ccc(Cl)cc2)cc1,107,106,92,102,111,113,100,99,118
C=C(C)C(=O)Nc1c(C)cccc1C,106,98,98,99,111,97,97,107,100
CCOC(=O)c1ccc2c(c1)nc(NS(=O)(=O)c1ccc(C(F)(F)F)cc1)n2CCCOC(C)C,105,91,105,92,104,101,97,93,92
CCC(C)(c1ccc(O)c(C)c1)c1ccc(O)c(C)c1,95,101,104,99,/,97,111,94,318
Cc1ccc(C)c(N=Nc2cc(C)ccc2C)c1,105,94,87,100,101,105,103,95,97
COc1cc(-c2nnc(SC)n2-c2ccc(Cl)cc2)c(O)c2ccccc12,83,91,102,69,103,67,94,61,91
COC(=O)c1c(C(=O)OC)c2ccc3c4ccccc4ccc3n2c1C(=O)C(F)(F)F,101,109,90,101,122,117,106,107,93
CC(=O)c1ccc(Oc2nccc(-c3ccc(Cl)cc3)n2)cc1,75,88,85,87,121,103,109,90,100
CC(=O)O[C@]1(C(C)=O)CC[C@H]2[C@@H]3C[C@H](C)C4=CC(=O)NCC[C@]4(C)[C@H]3CC[C@@]21C,101,88,98,100,111,98,100,103,112
O=C(/C(=C/c1ccccc1)CN1CCCCC1)c1ccccc1,-76*,-31*,-31*,-41*,-79*,-24*,0.2*,-87*,47
O=S(=O)(Oc1ccccc1-c1ccccc1)c1ccccc1,65,102,91,91,100,106,75,89,99
CCCCC(CC)COC1CCC=CO1 (stereo not drawn),112,97,107,105,121,104,99,91,105

# 14 structures out of the list, arranged by length of the SMILES, smallest number first.
SMILES,KM12,NCI-H226,HT29,HCT-15,COLO 205,NCI-H460,SW-620,HCT-116,NCI-H322M
CCCCC(CC)COC1CCC=CO1 (stereo not drawn),112,97,107,105,121,104,99,91,105
C=C(C)C(=O)Nc1c(C)cccc1C,106,98,98,99,111,97,97,107,100
Nc1nc(=O)c2nccnc2c(=O)[nH]1,106,105,106,101,110,104,102,101,100
Cc1ccc(C)c(N=Nc2cc(C)ccc2C)c1,105,94,87,100,101,105,103,95,97
c1ccc2cc(SSc3ccc4ccccc4c3)ccc2c1,97,112,117,101,111,107,95,96,89
CCC(C)(c1ccc(O)c(C)c1)c1ccc(O)c(C)c1,95,101,104,99,/,97,111,94,318
O=c1c(-c2ccc3c(c2)OCO3)coc2cc(O)ccc12,118,101,123,115,110,112,108,107,129
CC(=O)c1ccc(Oc2nccc(-c3ccc(Cl)cc3)n2)cc1,75,88,85,87,121,103,109,90,100
COc1cc(-c2nnc(SC)n2-c2ccc(Cl)cc2)c(O)c2ccccc12,83,91,102,69,103,67,94,61,91
COc1ccc(OC)c(C2C(C#N)=C(N)Oc3c2c(N)nn3-c2ccccc2)c1 (stereo not drawn),101,92,113,107,124,106,101,98,105
COC(=O)c1c(C(=O)OC)c2ccc3c4ccccc4ccc3n2c1C(=O)C(F)(F)F,101,109,90,101,122,117,106,107,93
CCOC(=O)c1ccc2c(c1)nc(NS(=O)(=O)c1ccc(C(F)(F)F)cc1)n2CCCOC(C)C,105,91,105,92,104,101,97,93,92
O=C(COCc1c(-c2ccccc2)no[n+]1[O-])Nc1ccc(C(=O)/C=C/c2ccc(Cl)cc2)cc1,107,106,92,102,111,113,100,99,118
CC(=O)O[C@]1(C(C)=O)CC[C@H]2[C@@H]3C[C@H](C)C4=CC(=O)NCC[C@]4(C)[C@H]3CC[C@@]21C,101,88,98,100,111,98,100,103,112
